Luc counter = blocks Kinase-Glo luciferase, a counter-screen artifact. Potency, µM (top dose mostly 38.3 µM), for inactives: at the highest dose activity change, negative = inhibition, hits mostly inhibitors. Kinase-Glo luciferase, ATP luminescence, 8 min. hit rate 0.28% among 200,000. AID 1379; further: potency means the concentration at half of the fitted maximal effect; on the % scale 0 is the no-effect control and ±100 the full control effect; nearly all actives have a fitted effect of over 60% in size
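Light output from Kinase-Glo luciferase with luciferin and 10 uM ATP in 50 mM imidazole pH 7.2, KCl, MgCl2, Tween 20, BSA; compound pin-delivered, 8-min ambient incubation, then luminescence read.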
IMPase Li inh = cell-permeable IMPase inhibitors with lithium potentiation; CHO-M1 cells, IP1 TR-FRET (IP-One), carbachol + lithium; Potency, µM (series often up to 59.4 µM), for the others: top-dose activity, negative = IMPase inhibition, most hits filed as inhibitors; AID 1457; hit rate 0.35% among 210,000;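 further: IP1 builds up when IMPase is blocked and the TR-FRET signal falls; potency means the concentration at half of the fitted maximal effect; plate controls were basal vehicle for no effect and high inhibitor control for full effect; nearly all actives have a fitted effect of over 50% in size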
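Test compounds were applied to CHO-M1 cells previously cultured for 16–30 h at 2000 per well. A small lithium amount accompanied them; after 30 min at 37C, IP1 was quantified by TR-FRET.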
L3MBTL1 block = blocks human L3MBTL1 | Q9Y468 | AlphaScreen L3MBTL1–H3K9me1 peptide binding | AID 485360 | hit rate 0.66% among 230,000 | Potency, µM (titrated, usually from 57.1 µM), for the others: at the top dose activity, negative = inhibition, usual class: inhibitors; further: potency means the concentration at half of the fitted maximal effect; on the % scale 0 is the no-effect control and ±100 the full control effect; nearly all actives have a fitted effect of over 60% in size
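L3MBTL1 (50 nM) pre-complexed 30 min with biotinylated H3(1-15)K9me1 peptide (75 nM), then compounds added for 30 min at room temperature; AlphaScreen streptavidin donor/nickel chelate acceptor beads (10 ug/mL final) read after 30 min dark incubation.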
Epigenetic reg = regulators of epigenetic silencing causing reporter derepression in mouse cells. AID 1865. hit rate 0.2% among 280,000. Potency, µM (titrated, usually from 53.9 µM), for inactives: at the highest dose GFP activation, actives largely listed as activators. murine LDR cells, GFP reporter derepression, 30 h; further: potency means the concentration at half of the fitted maximal effect; % of control where 0% means no effect; nearly all actives have a fitted effect of over 60% in size
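GFP-positive cell count by laser-scanning cytometry (objects 20–120 um) after 30 h, 37 C compound exposure of murine LDR cells; reporter is CMV-GFP integrated at a silenced locus, inducible by HDAC or DNMT inhibitors.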
NPSR antagonist = antagonists of human neuropeptide S receptor cAMP signaling; Potency, µM (series often up to 38.3 µM), for inactives: at the top dose activity change, negative = inhibition, actives largely listed as inhibitors; CHO-NPSR cells, cAMP TR-FRET, antagonist mode; hit rate 1% among 220,000; AID 1461; Q6W5P4; further: potency means the concentration at half of the fitted maximal effect; on the % scale 0 is the no-effect control and ±100 the full control effect; nearly all actives have a fitted effect of over 50% in size; many of its hits are not listed in these tables
Target sequence (Q6W5P4 whole entry, looked up): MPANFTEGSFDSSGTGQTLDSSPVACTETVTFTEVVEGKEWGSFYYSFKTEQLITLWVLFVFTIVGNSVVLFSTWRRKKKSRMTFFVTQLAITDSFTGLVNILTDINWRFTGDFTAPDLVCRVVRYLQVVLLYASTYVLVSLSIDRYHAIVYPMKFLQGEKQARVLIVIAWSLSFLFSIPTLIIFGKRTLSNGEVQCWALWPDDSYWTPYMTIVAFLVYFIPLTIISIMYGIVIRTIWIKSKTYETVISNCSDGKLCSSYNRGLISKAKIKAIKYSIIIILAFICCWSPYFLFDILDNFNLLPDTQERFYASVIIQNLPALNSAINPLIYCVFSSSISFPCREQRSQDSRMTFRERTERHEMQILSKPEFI
CBFb-RUNX1 inh = CBF-beta/RUNX1 interaction disruption | Q01196+Q13951 | AlphaScreen CBFb-His/RUNX1-biotin binding, biochemical | Potency, µM (doses to about 59.8 µM), for the others: at the top dose activity, negative = inhibition, most hits filed as inhibitors | 230,000 tested, under 10 active | AID 1477; further: % of control where 0% means no effect
Target sequence (Q01196 whole entry, looked up): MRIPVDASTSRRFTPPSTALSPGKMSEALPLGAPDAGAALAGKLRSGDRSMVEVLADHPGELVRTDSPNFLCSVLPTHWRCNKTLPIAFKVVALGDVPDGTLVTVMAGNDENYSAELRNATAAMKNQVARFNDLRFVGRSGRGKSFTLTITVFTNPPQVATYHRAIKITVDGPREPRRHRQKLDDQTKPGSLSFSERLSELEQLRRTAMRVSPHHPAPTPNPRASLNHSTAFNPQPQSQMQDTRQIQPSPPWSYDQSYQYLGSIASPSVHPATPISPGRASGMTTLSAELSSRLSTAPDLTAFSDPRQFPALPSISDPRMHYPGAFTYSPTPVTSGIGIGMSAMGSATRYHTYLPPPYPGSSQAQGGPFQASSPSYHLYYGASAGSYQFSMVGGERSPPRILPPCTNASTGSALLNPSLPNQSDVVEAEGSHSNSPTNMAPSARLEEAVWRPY
Target sequence (Q13951 whole entry, looked up): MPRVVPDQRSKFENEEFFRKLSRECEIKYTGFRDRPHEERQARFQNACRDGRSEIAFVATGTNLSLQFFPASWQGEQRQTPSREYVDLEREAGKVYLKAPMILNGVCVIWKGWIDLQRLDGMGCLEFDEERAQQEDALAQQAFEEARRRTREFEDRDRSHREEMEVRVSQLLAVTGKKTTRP
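Compounds were screened at multiple concentrations against a preformed CBF-beta(His)/RUNX1(biotin) complex (30 nM of each) for 15 min at room temperature, followed by 90 min with nickel and streptavidin beads and AlphaScreen reading.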
HTT aggregate = mutant huntingtin aggregation inhibition | PC12 HttQ103-GFP aggregates, Acumen cytometry, 40 h | Potency, µM (doses to about 46.1 µM), inactives show top-dose activity change, negative = inhibition, hits mostly inhibitors | hit rate 1.1% among 220,000; further: potency means the concentration at half of the fitted maximal effect; on the % scale 0 is the no-effect control and ±100 the full control effect; nearly all actives have a fitted effect of over 60% in size
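Aggregates are detected as GFP objects 1–25 µm with signal 6 STDEV over background in lysates of induced PC12 cells. These carry Huntingtin exon 1 with 103 glutamines fused to GFP under an ecdysone promoter; compounds titrated.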
Starred values were filed as active, the others as inactive; u = inconclusive; x = no result given; & = joins results of further samples; [ ] = another dose, or the depositor's remark. The call rests on the fitted dose curve; in most records, active means well fitted curve in the direction sought with a large enough effect; inconclusive means small, poorly fitted or top-dose-only effect, or another doubt; inactive means no such curve, though single readings can be large; an effect the other way counts as inactive or inconclusive.

structure | Luc counter | IMPase Li inh | L3MBTL1 block | Epigenetic reg | NPSR antagonist | CBFb-RUNX1 inh | HTT aggregate
CCc1ccc(N2C(=O)NC(=O)/C(=C/c3cccn3CCOc3ccc(C(C)CC)cc3)C2=O)cc1 (centres undefined) | -3% | 3% | -14% | u | u | -1% | u
O=C(NC1CONC1=O)OCC(Cl)(Cl)Cl (centres undefined) | -4% | -2% | 2% | -0.1% | 8% | 2% | 24%
O=c1cccc2n1CC1CC2CN(C(c2cccc(F)c2)c2sc3ncnn3c2O)C1 (centres undefined) | 1% | 21%[38.3 µM] | -1% | -1.0% | -16%[46.1 µM] | 9% | -21%
Cc1cccc(CN2CCN(c3ccc(Cl)cc3)CC2)c1 | 4% | 15% | -7% | 6.4% | -32% | 1% | 21%
COc1cccc(C(=O)C2CCCN(Cc3cccc(C)n3)C2)c1 (centres undefined) | -1% | 30%[activator] | 44%[activator] | 1.1% | u | 2% | -3%[9.22 µM]
COc1ccc(-n2c(O)c(C(C)=NCc3ccco3)c(=O)[nH]c2=O)cc1 | 9% | -1%[38.3 µM] | -6% | -2.3% | 0%[46.1 µM] | -2% | 5%
COc1ccccc1-n1c(O)c(C=NCCN2CCNCC2)c(=O)[nH]c1=O | -2% | -26%[38.3 µM] | -10% | -1.8% | 5%[46.1 µM] | 0% | -8%
CCN1C[C@]2(COC)[C@H](O)C[C@H](OC)[C@]34C1C([C@H](OC)[C@H]23)[C@]1(OC(C)=O)C2[C@@H](OC(=O)c3ccccc3)C(O)(C[C@H]24)[C@@H](OC)[C@@H]1O | x | -3%&-1% | x | 0.8%&0.0% | x | 7%&11% | -17%
COc1cccc(C2=NOC(C(=O)N3CCC4(CC3)OCCO4)C2)c1 (centres undefined) | -8% | -3%[38.3 µM] | 0% | 0.0% | -8%[46.1 µM] | 7% | u
CCOc1cccc(=NC2CCCCC2)c2c(C)n(C)c(C)c12 | x | x | -4% | 0.1% | 7.9µM* | -14% | -8%[9.22 µM]
Cc1cc(NC(=O)COC(=O)c2c(C)nn(Cc3ccccc3)c2Cl)no1 | 2% | 19%[38.3 µM] | 4% | -13% | -8%[46.1 µM] | 8% | 10%
O=c1[nH]c(O)c(N=Nc2ccc3c(c2)OCCO3)c(=O)[nH]1 | u | 11% | -24% | 0.0% | -24% | -4% | 1%
O=C1CN=C(c2ccccc2F)c2cc(Cl)ccc2N1 | -2% | -6% | 0% | -5.5% | 9% | 9% | 14%
O=c1[nH]c(CN2CC=C(c3ccccc3)CC2)nc2scc(-c3cccs3)c12 | x | x | -12% | 1.1% | 26% | -19% | 10%[9.22 µM]
CCC12CN3CCN(CC(C3)/C1=N/NC(=O)c1ccncc1)C2 | 0% | -3% | x | 0.2% | 6% | -1% | 7%

Next part:
structure | Luc counter | IMPase Li inh | L3MBTL1 block | Epigenetic reg | NPSR antagonist | CBFb-RUNX1 inh | HTT aggregate
CC(C)CCP(=O)(O)c1ccccc1 | 1% | 34%[activator][38.3 µM] | x | 3.2% | 27%[46.1 µM] | -7% | -3%
CC(Cc1ccccc1)NC(=O)Cc1ccc(N(C)C)cc1 (centres undefined) | 2% | -3% | -8% | 0.0% | 3% | 2% | -8%
Fc1ccc(CCNCc2ccc(Cl)c(Cl)c2)cc1 | 0% | -6%[38.3 µM] | 20% | -1.5% | 6%[46.1 µM] | 4% | 7%
CC(C)(C)N(NC(=O)c1ccccc1)C(=O)c1ccccc1 | -5% | 4%[38.3 µM] | -1% | -2.1% | -8%[46.1 µM] | -1% | 4%
Cc1cccc(CN2CCCC(C(=O)c3ccc4c(c3)OCO4)C2)n1 (centres undefined) | 1% | 20% | 5% | 8.8% | 51% | 1% | 9%[9.22 µM]
O=c1[nH]c(=S)n(Cc2ccc(F)cc2)c(O)c1C=NCC1CCCO1 (centres undefined) | 3% | 27%[38.3 µM] | x | -1.0% | -8%[46.1 µM] | -1% | 14%[9.22 µM]
Cc1cc(OC(=O)CCCNC(=O)OC(C)(C)C)c2c3c(c(=O)oc2c1)CCC3 | 7% | 16%[38.3 µM] | 0% | 0.0% | -22%[46.1 µM] | 0% | -13%
CC(C(=O)N1CCC2(CC1)OCCO2)C1Sc2ccccc2NC1=O (centres undefined) | -3% | -5%[38.3 µM] | -2% | -1.2% | 2%[46.1 µM] | 6% | -3%
CCCCn1c(O)c(C=NCc2ccc3c(c2)OCO3)c(=O)[nH]c1=O | x | x | -2% | 2.4% | -32% | 4% | 7%[9.22 µM]
CCCN(C/C=C/I)C1CCc2ccc(O)cc2C1 (centres undefined) | x | 28% | x | 0.8% | x | -6% | x
O=C(Cc1ccc(Cl)c(Cl)c1)N1CCCC[C@H]1CN1CCCC1 | -1% | 7% | x | -0.3% | x | 2%[21.7 µM] | x
Cc1cc(OCC(=O)Nc2c(C)n(C)n(-c3ccccc3)c2=O)c2c3c(c(=O)oc2c1)CCC3 | 5% | 1%[38.3 µM] | 0% | -2.5% | -11%[46.1 µM] | 3% | 17%
CCN1CCN(Cc2cc(C(C)(C)C)c(O)c(C(C)(C)C)c2)CC1 | -1% | 37%[38.3 µM] | x | -2.5% | -1%[46.1 µM] | 1% | 22%
COC1C(OC(=O)c2ccc(C)[nH]2)C(O)C(Oc2ccc3c(O)c(NC(=O)c4ccc(O)c(CC=C(C)C)c4)c(=O)oc3c2Cl)OC1(C)C (centres undefined) | x | x | -8% | 0.1% | u | u | 16%[9.22 µM]
Cc1c(C(=O)NCCC2=CCCCC2)oc2ccc(S(=O)(=O)N3CCC4(CC3)OCCO4)cc12 | -2% | 23% | -4% | 0.9% | u | 8% | u

Reformatted field by field: 2 of the compounds above.
canonical_smiles: Fc1ccc(CCNCc2ccc(Cl)c(Cl)c2)cc1
- Luc counter: 0%
- IMPase Li inh: -6%[38.3 µM]
- L3MBTL1 block: 20%
- Epigenetic reg: -1.5%
- NPSR antagonist: 6%[46.1 µM]
- CBFb-RUNX1 inh: 4%
- HTT aggregate: 7%

canonical_smiles: CC(C)(C)N(NC(=O)c1ccccc1)C(=O)c1ccccc1
- Luc counter: -5%
- IMPase Li inh: 4%[38.3 µM]
- L3MBTL1 block: -1%
- Epigenetic reg: -2.1%
- NPSR antagonist: -8%[46.1 µM]
- CBFb-RUNX1 inh: -1%
- HTT aggregate: 4%

The listing picks up, repeating the 2 entries before the break.
structure | Luc counter | IMPase Li inh | L3MBTL1 block | Epigenetic reg | NPSR antagonist | CBFb-RUNX1 inh | HTT aggregate
COC1C(OC(=O)c2ccc(C)[nH]2)C(O)C(Oc2ccc3c(O)c(NC(=O)c4ccc(O)c(CC=C(C)C)c4)c(=O)oc3c2Cl)OC1(C)C (centres undefined) | x | x | -8% | 0.1% | u | u | 16%[9.22 µM]
Cc1c(C(=O)NCCC2=CCCCC2)oc2ccc(S(=O)(=O)N3CCC4(CC3)OCCO4)cc12 | -2% | 23% | -4% | 0.9% | u | 8% | u
COC(=O)c1c(C)[nH]c(C(=O)C(Cc2ccccc2)N(C)C)c1C (centres undefined) | -3% | 23%[38.3 µM] | x | -1.0% | -10%[46.1 µM] | -8% | u
CO[C@@H]1C[C@@H](C[C@H]2CC[C@H](C)[C@@H]([C@@H](C)C(=O)O)O2)O[C@]2(O[C@](C)([C@H]3CC[C@@](C)(C4OC([C@H]5O[C@@](O)(CO)[C@H](C)C[C@@H]5C)C[C@@H]4C)O3)C[C@H]2C)[C@@H]1C (some centres undefined) | x | -22% | x | 0.0% | x | u | x
CN(C)C(Cc1ccccc1)C(=O)c1cccs1 (centres undefined) | 3% | 10% | -8% | 6.5% | -4% | 1% | -1%
CC(=O)C1CCC2C3CCC4CC(O)CCC4(C)C3CC(O)C12C (centres undefined) | 0% | -7% | x | -1.3% | x | 14% | x
NC(=NCc1ccc(Cl)cc1)SCCCc1cnc[nH]1 | -1% | -17%&20% | x | 2.1%&-1.1% | x | 2% | x
COc1cc(C(CN)CC(=O)O)ccc1O (centres undefined) | x | x | 5% | 1.1% | -14% | 8% | -2%[9.22 µM]
CCOP(=O)(OCC)C(Nc1cccc(C(F)(F)F)c1)c1ccc(C)cc1 (centres undefined) | x | x | 0% | 0.1% | u | 6% | 4%
Cc1cc(C(=O)CN2CCCC2)c(C)n1-c1ccc(F)cc1 | x | x | x | 1.4% | 3% | -2% | -16%[9.22 µM]
CC(Cc1ccc(OCC(=O)O)cc1)NCC(O)c1cccc(Cl)c1 (centres undefined) | -1% | 27%&12% | x | 2.3%&0.8% | 5%[46.1 µM] | 20%&7% | x
Cc1ccc2c(c1)CC1(CN2C)C(=O)NC(=O)N(CCC2=CCCCC2)C1=O (centres undefined) | x | x | -4% | -9.3% | -5%[46.1 µM] | 1% | 7%
Cc1ccccc1Cc1c(C)nc2nc(SCC(=O)N3CCC4(CC3)OCCO4)nn2c1C | -5% | 2%[38.3 µM] | x | -3.7% | -10%[46.1 µM] | 0% | -1%
CCCC(C)C1(CC)C(=O)NC(=Nc2ccc(F)cc2)NC1=O (centres undefined) | 2% | -3% | -30% | -0.9% | -4%[46.1 µM] | 4% | -32%
CCOC(=O)C1=C(NC(=S)NC(=O)c2ccccc2)c2ccccc2CC12CCCC2 | -3% | -3% | -11% | 0.0% | u | -18% | -12%
CCN1C[C@]2(C)CC[C@H](O)[C@@]34[C@@H]5C[C@@H]6[C@@H](OC)C[C@@](O)(C5[C@H]6O)[C@@H](C[C@@H]23)[C@@H]14 | -2% | 4% | x | -0.2% | -10%[46.1 µM] | -12% | x
N#CC(C#N)=Cc1ccc(N2CCOCC2)cc1 | x | x | x | -1.9% | 1% | 6% | 18%[9.22 µM]
CCCC1C(C#N)=C(N)Oc2c1c(=O)oc1ccccc21 (centres undefined) | 3% | -3% | 13% | -0.1% | 2% | -3% | 0%
CC(=NCc1ccc2c(c1)OCO2)c1c(O)n(C)c(=O)n(C)c1=O | -1% | 21%[38.3 µM] | -2% | -11% | -12%[46.1 µM] | 9% | -9%

High-throughput results from PubChem.

Not all compounds are listed, so the mix of outcomes need not match the whole.
